High-throughput results as filed in PubChem BioAssay.
TCR activator: activates T cell receptor signaling; AID 504894; primary human leukocytes, anti-CD3, IL-2 HTRF, 48 h; Potency, µM (highest dose often 9.22 µM), for the others: at the highest dose activation of IL-2 secretion, hits mostly activators; 330,000 tested, under 10 active; also: % of control where 0% means no effect
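Readout: HTRF IL-2, Eu-cryptate/d2 antibody pair, 320nm excitation, 665nm emission. Stimulus: a-CD3 beads, no co-stimulation. Cells: primary human leukocytes. Exposure: 48 hr with compound.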
B2AR arrestin: beta2AR (human) beta-arrestin recruitment activity; P07550; beta-arrestin recruitment to beta2AR, cell-based reporter; Potency, µM (highest dose often 46.1 µM), without a hit: at the top dose activation, hits mostly activators; 330,000 compounds, 0.02% hits; AID 492947;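 also: potency is read from the fitted curve at half-maximal effect; 0% = DMSO controls and full agonism = EC100 isoproterenol or metaproterenol; nearly all actives have a fitted effect of over 65% in size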
Integrin act MD: integrin-mediated muscular dystrophy alleviation activation; alpha7betagal myoblasts, beta-gal FDG fluorescence, 48 h; Potency, µM (highest dose often 38.3 µM), without a hit: at the highest dose activation, actives largely listed as activators; 350,000 compounds, 0.064% hits; AID 624291;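 also: potency is read from the fitted curve at half-maximal effect; 100% = response of the positive control SU9516; nearly all actives have a fitted effect of over 60% in size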
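alpha7betagal+/- myoblasts (passage 13, 250/well) treated 48 h at 37C with compounds at 1:260 dilution of DMSO stock. Lysed, then beta-galactosidase activity read as FDG fluorescence (ex 480/em 540) after 30 min, with pre-read for autofluorescence.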
BRCA1 expr act: activators of BRCA1 expression | MCF7-BRCA1-FFLuc reporter, luminescence, 48 h; response scale: scaled: vehicle 0%, 10 µM genistein 100% | Potency, µM (highest dose often 46.1 µM), inactives show at the highest dose activation, most hits filed as activators | 380,000 compounds, 1.1% hits | AID 624202; also: potency is read from the fitted curve at half-maximal effect; nearly all actives have a fitted effect of over 80% in size; some results filed as inactive show a strong effect at the top dose
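Activators of BRCA1 expression were detected as increased firefly luciferase luminescence in engineered MCF7 cells after 48 h compound incubation. Signals were scaled to genistein 10 microM as full activation.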
p53 reactivation: re-activators of mutant p53. H1299 p53-A138V BP100-luciferase reporter, luminescence, 24 h. Potency, µM (top dose mostly 92.2 µM), inactives show at the highest dose activity change, positive = activation, actives largely listed as activators. 320,000 compounds, 0.063% hits. AID 504706; also: potency is read from the fitted curve at half-maximal effect; % of control where 0% means no effect; nearly all actives have a fitted effect of over 45% in size
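H1299 (p53-null), stable ts p53-A138V + BP100-Luc; 1000 cells/well, Opti-MEM/10% FBS; cpd 4 pt, 1:5; 24 h, 37 deg C, 5% CO2; detection reagent 10 min RT; luminescence.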
A-T KAP1 phos: potential ataxia-telangiectasia treatment | […] A-T fibroblasts, KAP-1 phosphorylation AlphaLISA; neocarzinostatin DNA damage 30 min before lysis | Potency, µM (highest dose often 57.5 µM), for inactives: at the highest dose activation, usual class: activators | 320,000 compounds, 0.19% hits | AID 485349; also: potency is read from the fitted curve at half-maximal effect; % of control where 0% means no effect; nearly all actives have a fitted effect of over 45% in size
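hTERT-immortalized A-T patient fibroblasts ([…]), 500 cells/well in OPTI-MEM, 1% FBS, got compounds for 60 min, then NCS for 30 min at 37C. Lysates were then assayed for phospho-KAP-1 by AlphaLISA (anti-pKAP1 donor, anti-KAP1 acceptor beads), 6 hr at 25C.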
ELG1 repair inh: inhibitors of ELG1-dependent DNA repair in HEK293T cells; HEK293T ELG1-luciferase reporter, luminescence, 16 h; DNA damage induced by 5-fluorouridine; Potency, µM (highest dose often 46.1 µM), without a hit: top-dose activity change, negative = inhibition, actives largely listed as inhibitors; 330,000 compounds, 2.3% hits; AID 504467; also: potency is read from the fitted curve at half-maximal effect; % is scaled to controls: 0 for no effect and ±100 for the full control effect; nearly all actives have a fitted effect of over 55% in size
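Step one: seed 2,000 cells per well. Step two: pin-transfer compound or DMSO alongside 5-fluorouridine. Step three: incubate 16 hr, 37 °C, 5% CO2. Step four: add ONE-Glo, wait 30 min, read luminescence.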
MLL CXXC-DNA inh: MLL CXXC-DNA interaction inhibition | Q03164 | MLL-CXXC / FITC-HOXA9 DNA fluorescence polarization | Potency, µM (highest dose often 115 µM), for the others: at the top dose activity change, negative = inhibition, actives largely listed as inhibitors | 290,000 compounds, 0.037% hits | AID 2662; active = well fitted inhibition curve with a large enough effect in the polarisation, with a control signal flat, not every such curve was filed as active; inconclusive = small, poorly fitted or top-dose-only effect, or effect the other way, or a change in a side signal; inactive = no such curve, though single readings can be large or run the other way; the % refers to the polarisation; also: potency is read from the fitted curve at half-maximal effect
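Fluorescence polarization: 7 uM MLL-CXXC (stock) preincubated 5 min with compounds, then 50 nM fluorescein-HOX-A9 DNA (stock) added; 30 min ambient. Buffer 50 mM Tris-HCl pH 7.5, 50 mM NaCl, 1 mM DTT, 0.05% BSA.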
PTAP TSG101 blk: blocks PTAP/TSG101 interaction to inhibit HIV-1 budding | Potency, µM (doses to about 115 µM), inactives show at the top dose activity change, negative = inhibition, actives largely listed as inhibitors | 340,000 tested, under 10 active | AID 493005 | Fluorescence polarization, FITC-PTAP peptide / Tsg101 binding; active = well fitted inhibition curve with a large enough effect in the main read-out, with a control signal flat, not every such curve was filed as active; inconclusive = small, poorly fitted or top-dose-only effect, or effect the other way, or a change in a side signal; inactive = no such curve, though single readings can be large or run the other way; also: potency is read from the fitted curve at half-maximal effect; % of control where 0% means no effect
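Fluorescence polarization binding of Tsg101 binding domain (10 uM final) to FITC-labeled PTAP peptide (50 nM final) in HEPES pH 7.5 buffer with NaCl, Tween 20, EDTA, TCEP. Compounds added before peptide; binding 20 min at RT.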
TRPV1 ag: human TRPV1 agonism; activation, % at 8.33 µM; TRPV1-expressing cells, Fluo-8 calcium influx, agonist mode; 320,000 compounds, 0.19% hits; Q8NER1; in the data active = activation above about 80%; inconclusive = between about 30% and that limit; also: 0% is about no effect
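Cells expressing TRPV1 were dye-loaded with Fluo-8 and read kinetically: 10 s baseline, 3 min after compound (agonist portion), then 2 min after EC20 capsaicin (allosteric enhancer portion). Calcium-bound dye fluorescence at 480/520 nm.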
* = called active by the depositor; ? = inconclusive; / = no result given; & = joins results of further samples; [ ] = dose if it differs, or a comment. Unless noted, calls follow the shape of the dose curve; as a rule, active = well fitted curve in the direction sought with a large enough effect; inconclusive = small, poorly fitted or top-dose-only effect, or another doubt; inactive = no such curve, though single readings can be large; an effect the other way counts as inactive or inconclusive.

Structure	TCR activator	B2AR arrestin	Integrin act MD	BRCA1 expr act	p53 reactivation	A-T KAP1 phos	ELG1 repair inh	MLL CXXC-DNA inh	PTAP TSG101 blk	TRPV1 ag
CC(=O)c1cccc(N2C(=O)CC(N3CCN(S(=O)(=O)c4ccc(Cl)cc4)CC3)C2=O)c1 (centres undefined)	-16%	0.1%	?	9%	10%	5%	15%	/	-1%	2
Cc1ccc(NC(=S)Nc2ccccn2)c(C)c1	-4%	2.6%	-3%	12%	10%	6%	?	7%	0%	6
CCCN1CCN(CCCNC(=O)c2ccc3c(Cl)c4c(nc3c2)CCCC4)CC1	-5%	-1.1%	-59%[inhibitor]	-9%	7%	3%	8%	-9%	-7%	7
O=c1cc(CN2CCN(c3cccc(Cl)c3)CC2)c2cc(O)c(-c3ccccc3)cc2o1	4%	-0.6%	5%	3%	0%	-5%	-7%	19%	-1%	1
C=CCOC(=O)c1ccccc1C(=O)OCC=C	3%	-2.0%	4%	-7%	5%	9%	0%	/	4%	/
COC(=O)c1cc(C(=O)OC)cc(-n2c(C)cc(C(=O)CC#N)c2C)c1	1%	/	0%	5%	/	/	/	-9%	-10%	-2
Cc1[nH]c2ccc(F)cc2c1CCN(Cc1cccnc1)C(=S)NC(C)(C)C	-1%	0.1%	17%	-5%	-3%	-14%	1%	-8%	-4%	1
O=c1[nH]c2cc3c(cc2cc1CN(CCO)S(=O)(=O)c1ccccc1)OCCO3	-2%	-0.1%	-30%	-38%	6%	-3%	-13%	?	-4%	1
CCCCNC(=O)C(CC)(ONc1ccccc1C(F)(F)F)c1ccccc1 (centres undefined)	-3%	-0.8%	-29%	-14%	?	11%	-2%	/	-1%	20
CCOc1ccc(CCNC(=O)c2ccc(CS(=O)Cc3ccc(Cl)cc3)o2)cc1OCC (centres undefined)	2%	-1.0%	-36%	0%	-2%	-2%	-20%	3%	1%	2
Cc1nc(N)sc1N=Nc1c(C)n(C)n(-c2ccccc2)c1=O	9%	-0.5%	16%	-11%	0%	-18%	17%	-4%	0%	1
COc1cc(/C=C/C(=O)OCC(=O)NC(=O)NCc2ccccc2)ccc1OCC#N	5%	-0.1%	18%	-8%	7%	-6%	9%	9%	-6%	-1
O=[N+]([O-])c1ccc(S(=O)(=O)c2ccccc2)nc1	-5%	-0.5%	-1%	-91%	-14%	4%	-1%	-13%	-3%	2
CN(C)C(=O)N1CCCC(C(=O)NCc2cccs2)C1 (centres undefined)	1%	-0.5%	-2%	-3%	3%	-2%	-12%	5%	-6%	0
CCC(c1nnc(SCC(=O)N2CC(=O)Nc3ccccc32)n1Cc1ccccc1)N(C)C (centres undefined)	3%	-0.8%	11%	-8%	-1%	-6%	1%	-3%	0%	-1
O=C1CC(N(C(=O)c2ccco2)c2cccc(Cl)c2)C(=O)N1c1cccc(Cl)c1 (centres undefined)	/	0.3%	-2%	2%	2%	-1%	5%	3%	/	6
O=C(Nc1cccc(S(=O)(=O)N2CCOCC2)c1)c1cnccn1	-25%	-0.1%	14%	3%	1%	-2%	-3%	-5%	0%	1
COc1cc(C2/C(=C(\O)c3ccc4c(c3)OCCO4)C(=O)C(=O)N2Cc2ccco2)cc(OC)c1OC (centres undefined)	4%	-0.7%	-26%	5%	6%	0%	9%	-4%	-7%	0
CCCCOC(=O)Nc1ccc(C(C)C)cc1	-6%[46.1 µM]	-0.2%	-3%	11µM*	?	5%	?	1%	-7%	81*
Cc1cc(Cl)ccc1N(CC(=O)NCc1ccccc1)S(C)(=O)=O	-1%	-0.2%	-18%	-2%	/	-3%	-7%	0%	2%	3
Cc1cc(C)c(S(=O)(=O)N2CCC(C(=O)NCc3ccco3)CC2)c(C)c1	3%	/	6%	18%[1.84 µM]	/	/	/	-1%	-2%	-4
O=C(CNCc1cccs1)Nc1ccc(N2CCCCCC2)cc1	1%	0.1%	-21%	27%	-4%	-16%	9%	5%	-8%	?
COc1ccc(CNC(=O)Cc2csc(NC(=O)Nc3ccccc3OC)n2)cc1	-5%	-0.6%	27%	-28%	0%	2%	?	/	-4%	-5
CCN(CC)CCOCCOC(=O)C(CC)(CC)c1ccccc1	-7%	0.0%	-27%	-1%	-1%	23%	-3%	8%	0%	1
Nc1nonc1-n1nnc(C(=O)N/N=C/c2cccnc2)c1CSC1=NCCS1	-4%	0.0%	-3%	-11%	4%	-1%	-15%	25%	-3%	27
Cc1nnc(NC(=O)CCC(=O)N2CCN(CCc3ccccc3)CC2)s1	/	-0.8%	/	/	-2%	3%	5%	1%	/	-2
COc1cccc(-n2cnc3sc4c(c3c2=O)CCC4)c1	-3%	0.0%	-61%[inhibitor]	-22%	-3%	-4%[11.5 µM]	6%	0%	0%	9
c1ccc(Oc2cc(-c3ccccc3)nc(-c3ccccc3)n2)cc1	-1%[46.1 µM]	0.2%	15%	-13%	10%	8%	?	-4%	-3%	0
CCC1(c2ccc(F)cc2)NC(=O)N(CC(=O)N2CCc3ccccc32)C1=O (centres undefined)	4%	-0.1%	32%	-6%	-9%	0%	-5%	/	-1%	4
CCSc1nnc(NC(=O)Cc2ccc(OC)c(S(=O)(=O)N3CCOCC3)c2)s1	0%	-0.2%	14%	-17%	2%	7%	12%	6%	-5%	0

The listing continues:
Structure	TCR activator	B2AR arrestin	Integrin act MD	BRCA1 expr act	p53 reactivation	A-T KAP1 phos	ELG1 repair inh	MLL CXXC-DNA inh	PTAP TSG101 blk	TRPV1 ag
O=C(Cc1ccc(NC2=NC3CS(=O)(=O)CC3S2)cc1)NCCc1ccccc1 (centres undefined)	-7%	-0.1%	-2%	18%	2%	-5%	5%	/	-6%	-1
CCCCOP(=O)(OCCCC)C1(C)CC(=O)CC(C)(C)C1 (centres undefined)	-2%	/	9%	-12%	/	/	/	/	-2%	/
CCN1C(=O)[C@H]2[C@@H](c3ccc(C)cc3)N3C(=O)N(c4ccc(C(F)(F)F)cc4)C(=O)[C@@]3(CC(C)C)[C@H]2C1=O	2%	0.4%	17%	-30%	/	15%	-2%	-1%	-3%	1
O=C(COc1coc(CN2CCc3ccccc3C2)cc1=O)Nc1cccc(Cl)c1	2%	0.2%	-24%	5%	-3%	-4%	-5%	/	-3%	-3
O=C(C1CCCCCC1)N1CC[C@@H](N2CCC(O)CC2)[C@H](O)C1	-5%	-0.7%	-4%	0%	11%	4%	-2%	-2%	0%	3
CN(C1(C)CCS(=O)(=O)C1)S(=O)(=O)c1ccc2ccccc2c1 (centres undefined)	0%	0.1%	27%	4%	-5%	8%	-21%	/	-2%	-1
COc1cc(C(CC(=O)Nc2cc(C)ccn2)N2Cc3ccccc3C2=O)cc(OC)c1OC (centres undefined)	0%	-0.6%	11%	10%&17%	6%	-1%	?	14%	3%	1
Brc1cccc(-c2nnc3sc(CNC4CCCC4)cn23)c1	3%	-1.2%	-44%	-5%	13%	0%	17%	-18%	-5%	1
COC(=O)C1=C(N)Oc2cc(C)n(CC3CCCO3)c(=O)c2C1c1ccc(Cl)c(Cl)c1 (centres undefined)	-1%	0.1%	24%	-49%	-4%	-6%	?	9%	-8%	1
COc1ccc(-n2c(Cc3cccn3C)nnc2SCC(=O)Nc2ccc(C)cc2)cc1	1%[46.1 µM]	0.7%	-10%	-14%	-5%	-14%	-5%	1%	-5%	-1
COc1ccc(OC)c(C(=O)Cn2c3[n+](c4ccc(C(F)(F)F)cc42)CCCCC3)c1	9%	-0.3%	15%	-4%	1%	4%	?	-10%	-1%	2
NS(=O)(=O)c1ccc(NS(=O)(=O)/C=C/c2ccccc2)cc1	8%	0.3%	26%	-4%	8%	5%	-1%	-24%	-3%	0
CN(N=C(c1ccccc1)c1ccccc1)c1ccccc1	-9%	/	-7%	-35%	/	/	/	/	-6%	/
COc1ccc(C(=O)NNC(=O)c2ccc3ccccc3c2)cc1	0%	/	-7%	-4%	/	/	/	/	-1%	/
CCOc1ccccc1C(=O)NC(C(=O)N(C)Cc1ccc2c(c1)OCO2)C(C)C (centres undefined)	1%	-0.6%	-6%	2%	0%	13%	-18%	/	-1%	?
O=C(CCN1C(=O)C2C3CC(C(Br)C3Br)C2C1=O)OCC(=O)c1ccccc1 (centres undefined)	4%[46.1 µM]	-0.2%	6%	7%	1%	2%	9%	2%	0%	8
Cc1cc(NC(=O)c2ccccc2)c(Cl)cc1N	-5%	-0.1%	1%	-59%	-8%	-6%	30%	-6%	-10%	-1
